# Screening results: PubChem BioAssay, several laboratories
# LYP act = activators of human LYP (PTPN22) phosphatase; recombinant LYP, DiFMUP fluorescence; 0 = plate median, 100 = signal doubled; Q9Y2R2; AID 697; activation, % at 2 µM; 0.11% of 96,000 active;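 active = activation at 2 µM above a set limit, the mean plus 5 SD, cut at about 37% in these data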
# PTPN22 inh 2 = inhibitors of human LYP (PTPN22) phosphatase. recombinant LYP catalytic domain, DiFMUP fluorescence. inhibition, % at 2 µM. Q9Y2R2. 0.21% of 96,000 active;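 active = inhibition at 2 µM at or above a set limit, the screen mean plus 3 SD, cut at about 24% in these data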;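 also: 0% = DMSO with enzyme and 100% = enzyme fully blocked by orthovanadate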
# HUVEC tox TNFa = toxic to HUVEC cells under TNF alpha stimulation. cell count reduction, % at 2 µM. 0.17% of 93,000 active. HUVEC TNFalpha-stimulated, Hoechst cell count, imaging;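 active = cell count reduction exceeding the screen mean by over 5 SD, scaled to untreated wells per plate, cut at about 78% in these data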;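 also: cells counted after 24 h of TNF alpha exposure following the 1 h pretreatment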
# FAK blocker = blocks human focal adhesion kinase activity. biochemical FAK kinase activity assay. inhibition, %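 (tested at 7 µM)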. 0.84% of 97,000 active. AID 727; in the data active = inhibition above about 19%;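 also: 0% = DMSO and 100% = reference compound high control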
# HUVEC tox IL1B = HUVEC cytotoxicity counter-screen, IL-1B stimulated. cell count reduction, % at 2 µM. HUVEC cell count loss, Hoechst imaging. 0.41% of 94,000 active. AID 845;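 active = cell count reduction more than 3 SD above the screen-wide mean, cut at about 70% in these data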;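 also: normalized per plate to untreated control cells as the no-loss baseline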
# VCAM1 TNFa inh = reduces TNF alpha induced VCAM1 expression in HUVEC; HUVEC TNFa-induced VCAM-1 immunofluorescence, high-content imaging; inhibition, % at 2 µM; 0.48% of 95,000 active; AID 802;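 active = inhibition above the batch mean plus 3 SD, with images confirmed as a hit by eye, cut at about 37% in these data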;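 also: 0% = TNF-stimulated DMSO wells and 100% = unstimulated control wells; not every result past the cut was called active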
# ERa SRC1 inh = blocks coactivator binding to human estrogen receptor alpha; TR-FRET ER-alpha LBD / SRC-1 peptide, estradiol-bound; inhibition, % at 25.6 µM; 1.7% of 86,000 active; AID 629; in the data active = inhibition above about 50%;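 also: 0% = receptor plus peptide control and 100% = peptide only without receptor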
# Target sequence (P03372 whole entry, looked up, the tested form may be a part): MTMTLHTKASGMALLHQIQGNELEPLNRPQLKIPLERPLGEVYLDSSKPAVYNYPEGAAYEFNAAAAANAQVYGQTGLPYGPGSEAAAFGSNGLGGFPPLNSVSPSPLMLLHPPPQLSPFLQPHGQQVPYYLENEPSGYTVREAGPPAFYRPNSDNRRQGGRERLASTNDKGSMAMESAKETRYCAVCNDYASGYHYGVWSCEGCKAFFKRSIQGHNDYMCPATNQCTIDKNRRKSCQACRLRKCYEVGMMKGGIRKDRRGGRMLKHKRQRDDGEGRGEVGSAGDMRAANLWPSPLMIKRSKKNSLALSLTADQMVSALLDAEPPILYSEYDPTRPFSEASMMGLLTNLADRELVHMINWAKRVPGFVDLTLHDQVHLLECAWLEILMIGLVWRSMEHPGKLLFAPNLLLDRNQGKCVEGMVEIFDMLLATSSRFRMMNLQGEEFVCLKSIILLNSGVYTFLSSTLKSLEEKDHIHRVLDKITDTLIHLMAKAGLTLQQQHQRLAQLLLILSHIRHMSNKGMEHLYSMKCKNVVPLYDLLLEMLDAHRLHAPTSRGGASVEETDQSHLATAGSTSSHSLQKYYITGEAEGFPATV
# Pyk2 oligo antag = antagonists of human Pyk2 oligomerization. AID 1347419. Q293 cells, Pyk2 FERM NanoBiT luminescence; active compounds read low. 0.83% of 99,000 active. z-score (the deposit names both 25 µM and 10 µM);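 active = Z-score of -3 or lower, scaled per plate to the spread of control and sample wells; inactive = z-score above -3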;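 also: negative z-score means lost luminescence so less FERM oligomerization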
# F-actin modifier = cytoskeleton assembly modification; HUVEC TNFa F-actin phalloidin imaging, high content; inhibition, % at 2 µM; 0.18% of 91,000 active;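 active = inhibition above the batch mean plus 3 SD and confirmed as a hit by visual image inspection, cut at about 30% in these data, passing the limit was not always enough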; also: strong numbers were not always called active
# The depositor's hits bear a star; · = not tested or not shown; [ ] = remark or other dose.
SMILES,LYP act,PTPN22 inh 2,HUVEC tox TNFa,FAK blocker,HUVEC tox IL1B,VCAM1 TNFa inh,ERa SRC1 inh,Pyk2 oligo antag,F-actin modifier
Cc1cc(=O)n2[nH]c(-c3ccc(F)cc3)nc2n1,5,-7,2,3,16,16,-7,0.37,19
CC(=O)Nc1c(OC(C)=O)ccc2c(C)cc(=O)oc12,-3,1,3,5,11,25,8,0.05,12
O=C(O)C1CC(c2ccccc2)=NO1 (configuration not stated),5,-3,-16,-1,-3,13,-5,0.44,-4
COc1ccc(NCc2n[nH]c(=O)c3ccccc23)cc1,-6,7,-2,0,4,14,-10,-0.5,-5
OC(CNCC1CCCO1)COc1ccc(OCC(O)CNCC2CCCO2)cc1 (configuration not stated),1,0,39,-1,1,14,-5,-0.23,-10
COC(CCN(C)C)(c1ccccc1)c1ccccc1,-5,1,-10,-1,-27,-11,-11,-0.1,9
COc1ccc(OCCSc2ncnc3nc[nH]c23)cc1,8,-11,-38,4,11,19,-3,·,4
COc1ccccc1N(CC(=O)NC1CCCCC1)C(=O)CCC(=O)Nc1ccccn1,14,-17,1,0,-16,-2,-3,-1.8,-22
Cc1cccc2c(Cl)cc(=O)[nH]c12,-14,14,-19,2,-2,5,-6,·,-10
CSc1cccc(NC(=O)Nc2ccccc2)c1,-2,0,-16,1,-15,0,5,0.18,22
c1coc(C2Nc3ccccc3C3OCCC23)c1 (configuration not stated),0,3,-13,1,-8,0,-4,-0.15,15
COc1ccc(OC)c(NC(=O)c2c(NC(=O)c3ccco3)sc3c2CCC3)c1,0,-4,-20,-1,1,-5,-4,·,11
CC1=C(C(=O)OCc2ccccc2)C(c2ccco2)C2=C(CC(C)(C)CC2=O)N1 (configuration not stated),-8,8,-16,8,20,6,-1,-2.9,-32
c1ccc(-n2c(-c3ccncc3)nnc2-c2cccs2)cc1,-2,2,-17,-4,-69,0,-7,0.7,15
CCOc1ccc(-n2c(C)c(C(C)=O)c(C(C)=O)c2C)cc1,-10,8,-4,1,0,10,0,2.5,-25
Cn1c(CN2CCCC2)nc2cc(NS(=O)(=O)c3ccccc3)ccc21,-4,4,13,0,-35,0,21,-0.78,-17
CCOC(=O)CNC(=O)CNC(=O)c1ccc(OCC(C)C)cc1,6,-8,-8,0,-21,-20,12,-0.15,1
Cc1ccc(-c2c(C#N)c(N)n(-c3ccc(C)cc3)c(=O)c2C#N)cc1,13,-16,-16,1,-8,-5,·,-0.14,3
COc1cccc(-n2c(SCC(=O)N3CCCC3)nc3c([nH]c4ccccc43)c2=O)c1,-10,9,-19,3,-3,14,40[fluorescence artefact?],·,10
COc1ccccc1-c1cc(C(=O)N/N=C/c2cccs2)c2ccccc2n1,-10,9,-17,-3,21,10,·,-2.2,11
CCCCCC(O)(CCCCC)C(=O)NNc1ccccc1,2,-2,11,2,12,13,-2,-1.1,-8
COC(=O)c1ccc(NC2(C#N)C(=O)Nc3ccccc32)cc1 (configuration not stated),-5,2,-1,-1,5,5,5,-1.1,13
Cc1cc2c(c(=O)n1CCc1ccccc1)C(c1ccco1)C(C#N)=C(N)O2 (configuration not stated),-13,13,-23,17,6,6,-3,1.1,6
Cc1ccc(NC(=O)C2CCN(S(=O)(=O)c3c(C)[nH]c(=O)[nH]c3=O)CC2)cc1,6,-8,-17,6,4,0,·,0.88,-1
Cc1nc(SCC(=O)NC(C)c2ccccc2)c2oc3ccccc3c2n1 (configuration not stated),2,-1,-2,3,-9,-16,39[fluorescence artefact?],-0.85,8
CCOc1ccc(N2CC(=O)N(c3ccc(OCC)cc3)CC2=O)cc1,1,3,-6,-1,6,8,·,-0.2,-9
CCOc1ccc(Cn2nnc(C(=O)Nc3cc(C)cc(C)c3)c2N)cc1,-1,0,37,3,-16,26,0,·,-15
O=[N+]([O-])c1ccc(C2CCCC/C2=N\OCc2cccc(F)c2)c([N+](=O)[O-])c1 (configuration not stated),3,1,-14,1,-66,15,·,-0.66,8
COCCNC(=O)C1CCN(S(=O)(=O)N2CCC3(CC2)OCCO3)CC1,-1,-1,-37,2,-6,-2,0,-0.34,-1
CC(C)(C)NC(=O)C(=O)N/N=C/c1ccc(Br)cc1,1,2,8,7,43,5,·,-0.44,-19
CCOc1cc(C2C(C(=O)OC(C)C)=C(C)N=C3SCCC(=O)N32)ccc1OC(C)=O (configuration not stated),-6,3,-4,1,-36,-1,4,0.31,4
COc1ccc(CN(C)C2CCCCC2)cc1,-1,0,-4,1,-33,-5,-2,-0.31,·
N#C/C(C(=O)c1ccccc1)=C1/CCCN1,-5,2,-37,-4,-13,3,·,-0.23,7
Nc1sc(-c2ccccc2)cc1C(=O)O,-11,12,8,-2,1,30,·,·,-8
CC(=O)c1ccc(CCCC(=O)O)cc1,-4,3,-20,-2,-24,10,11,0.92,19
Cc1cc(C)c(Cn2cnc(-c3ccc([N+](=O)[O-])cc3)c2)c(C)c1,-7,10,-2,-1,-2,-5,·,-1.7,6
COCCSc1nnc(NC(=O)CSCc2ccccc2)s1,13,-16,-15,-4,-5,-20,2,0.51,28
Cc1ccc2[nH]c(=O)c(CN(Cc3cccnc3)C(=O)c3ccncc3)cc2c1,15,-15,7,0,6,9,4[fluorescence artefact?],0.57,-5
COc1ccc2nc(NC(=O)CSc3nnc4n3C(C)(C)Cc3ccccc3-4)sc2c1,-7,5,-56,4,-15,-28,-5,-0.9,16
CN(C)CCCNCCCNC(=O)c1ccco1,9,-11,-8,-9,-20,-4,11[fluorescence artefact?],0.58,17
COc1cc(NS(=O)(=O)c2ccc3c(c2)n(C)c(=O)n3C)cc(OC)c1,-9,8,-3,2,-8,15,0,-0.27,-2
COc1ccc(-c2csc(NC(=O)C3CCCO3)n2)cc1 (configuration not stated),-12,12,-8,0,-44,2,-3,-0.59,-9
O=C(C1CCN(S(=O)(=O)c2ccc(Cl)cc2)CC1)N1CCOCC1,5,-2,15,-2,-11,6,-1,-0.25,-29
CN(C)C(=O)c1ccc(-n2nc(C(F)(F)F)c3c2CCCC3)cc1,3,2,10,2,-18,-8,·,-0.69,-28
COc1ccccc1S(=O)(=O)Cc1ccc(C(=O)NC(C)c2ccc3c(c2)OCCO3)o1 (configuration not stated),-7,5,-1,-2,-4,18,0,0.09,20
COC(=O)c1c(C(=O)OC)c(-c2ccc(C)cc2)n2c1CS(=O)(=O)C2,5,-3,-29,1,-12,22,-1,1,14
CCC(c1nnnn1CCC(C)C)N1CCC(C(N)=O)CC1 (configuration not stated),3,-4,-31,-3,-4,2,-1,0.26,8
CCC(=O)c1ccc(OCC(O)CN2CCN(C(c3ccccc3)c3ccccc3)CC2)cc1 (configuration not stated),10,-6,9,-3,-10,12,30,-1.4,6
CCOC(=O)c1c2ccc(OCC(=O)N/N=C/c3ccccc3C(F)(F)F)cc2n2ccccc12,-3,3,-21,1,-26,21,·,·,29
O=[N+]([O-])c1ccc(Sc2ccccc2Cl)nc1,8,-5,-18,1,-7,1,·,-0.13,9

# (cont.)
SMILES,LYP act,PTPN22 inh 2,HUVEC tox TNFa,FAK blocker,HUVEC tox IL1B,VCAM1 TNFa inh,ERa SRC1 inh,Pyk2 oligo antag,F-actin modifier
COc1cccc(-c2nc(-c3ccc(NC(=O)Cc4ccccc4OC)cc3)no2)c1,-5,2,-1,1,-11,-7,26[fluorescence artefact?],-0.75,-6
O=C(Nc1ccc(NC(=O)C2CC2)nc1)c1cccs1,-10,8,-8,2,3,-5,-3,0.83,-22
CN(C(=O)CSc1ccccc1C(=O)O)C1CCCCC1,-4,2,-25,0,6,26,·,0.89,-12
CN(Cc1ccccc1)C(=O)c1cc2ccccc2o1,-6,6,-4,-1,-10,-7,-8,-1.1,13
Cc1ccccc1N(CC(N)=O)S(C)(=O)=O,5,-5,-5,-2,-8,-3,6[fluorescence artefact?],0.57,-8
COc1cc2oc3ccccc3c2cc1N(CC(=O)N1CCCCC1)S(=O)(=O)c1ccc(C)cc1,-14,17,-14,0,-2,11,·,0.22,7
CC(=O)NC(C)C12CC3CC(CC(CC(=O)O)(C3)C1)C2 (configuration not stated),-7,3,3,-1,1,18,4,0.78,3
Cc1csc2ncc(C(=O)NCCc3ccccc3)c(=O)n12,-3,0,-3,3,14,12,-3,·,1
CCOC(=O)c1[nH]nc(-c2c(O)cc(C)cc2O)c1-c1csc(C)n1,12,-16,-12,0,-46,-20,1,0.4,-5
CCOCCn1c(CN2CCN(c3ccccc3)CC2)nc2c1c(=O)n(C)c(=O)n2C,3,-6,1,1,-51,1,4,0.7,4
OCCn1c(Cl)nc2ccccc21,18,-22,-30,0,21,-18,-30,0.95,6
CC(C)OC(=O)CSc1nnc(-c2ccncc2)n1N,8,-11,-2,1,4,19,18,0.06,8
COc1cccc(-n2c(C)nnc2SCC(=O)Nc2ccccc2N2CCOCC2)c1,-3,0,3,0,-19,-2,-5,0.21,-31
COc1ccc(C(O)CNc2ccc(C)cc2)cc1 (configuration not stated),-2,2,-26,-1,-23,-22,-6,0.73,-5
C/C(=N\NC(=O)c1csc(C)c1C)c1ccc(Cl)s1,-2,5,1,-3,6,22,·,0.03,-6
CCCN1C(=O)/C(=C/c2ccc(N3CCCC3)c(C)c2)NC1=S,-16,19,5,0,26,-3,·,-0.08,-7
COc1ccc(-c2nc3c4ccccc4[nH]c(=O)n3n2)cc1,3,-3,-13,-1,-100,-5,0[fluorescence artefact?],-1.1,-6
COc1ccc(C(CC(=O)Nc2ccc(F)cc2)c2ccccc2)cc1 (configuration not stated),-2,7,26,3,2,-9,·,-2,3
Cc1cc(C(=O)CSc2nnnn2-c2ccccc2)c(C)n1CC1CCCO1 (configuration not stated),-11,9,-9,-3,-7,-4,16,-0.36,22
O=c1c(O)c(-c2cccs2)oc2ccc(Cl)cc12,-1,0,-7,9,5,1,7,-1.3,4
O=C(CN1C(=O)C2C3C=CC(C3)C2C1=O)Nc1nc(SCc2ccc(Cl)cc2)n[nH]1 (configuration not stated),4,-4,0,-4,-74,18,-6,0.43,-9
COc1ccc(C(=S)Nc2ccc(C)cc2)cc1,8,-5,2,3,-12,19,·,-0.14,-12
Cc1ccc(N=Nc2c(O)n(CN3CCOCC3)c3ccccc23)cc1,-7,10,-34,9,-25,17,·,0.35,-23
Cc1ccc(C)c(N2CCN(C(=O)CNS(=O)(=O)c3cccs3)CC2)c1,2,-2,4,-2,·,-3,-7,0.69,-10
O=C(COC(=O)c1ccccc1OCc1ccccc1Cl)NC1CC1,10,-6,3,1,5,21,19,-0.54,-15
CCOC(=O)C(C)Sc1nnc(Cc2cc(=O)[nH]c(=O)[nH]2)n1-c1cccc(OC)c1 (configuration not stated),-4,2,2,-4,5,9,-6,·,3
Cc1nc2sc(C(c3cccc(F)c3)N3CCCCC3)c(O)n2n1 (configuration not stated),-3,-1,-20,-1,-14,14,3[fluorescence artefact?],-0.31,0
O=C(Cc1cscn1)c1ccc(O)cc1O,-7,4,-5,1,·,-1,2,-0.38,2

# Filtered by structure: those above containing a nitro group on carbon
SMILES,LYP act,PTPN22 inh 2,HUVEC tox TNFa,FAK blocker,HUVEC tox IL1B,VCAM1 TNFa inh,ERa SRC1 inh,Pyk2 oligo antag,F-actin modifier
O=[N+]([O-])c1ccc(C2CCCC/C2=N\OCc2cccc(F)c2)c([N+](=O)[O-])c1 (configuration not stated),3,1,-14,1,-66,15,·,-0.66,8
Cc1cc(C)c(Cn2cnc(-c3ccc([N+](=O)[O-])cc3)c2)c(C)c1,-7,10,-2,-1,-2,-5,·,-1.7,6
O=[N+]([O-])c1ccc(Sc2ccccc2Cl)nc1,8,-5,-18,1,-7,1,·,-0.13,9
